Bioassay records as filed in PubChem BioAssay.
Pol iota inh – inhibitors of human DNA polymerase iota | 390,000 tested, 1% active | Pol iota fluorescent replication assay, 10 min | Potency, µM (highest dose often 115 µM), inactives show at the highest dose activity, negative = inhibition, most hits filed as inhibitors; further: potency means the concentration at half of the fitted maximal effect
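Fluorescent replication assay read twice, at 0 min and 10 min after adding 50 nM (final) substrate. Enzyme (10 nM) and compounds were first incubated 15 min at room temperature; enzyme-free buffer wells were negative controls.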
ALOX12 inh – inhibitors of human 12S-lipoxygenase ALOX12 | P18054 | 580,000 tested, 1.1% active | Potency, µM (titrated, usually from 108 µM), inactives show at the highest dose activity change, negative = inhibition, most hits filed as inhibitors | purified 12hLO, xylenol orange hydroperoxide absorbance; further: potency means the concentration at half of the fitted maximal effect; on the % scale 0 is the no-effect control and ±100 the full control effect
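Purified human 12hLO at 150 nM in 25 mM Hepes, 0.01% Triton X-100, pH 7.0, preincubated 15 min at room temperature with compound. Reaction started with 40 uM arachidonic acid, 30 min at room temperature. Hydroperoxide measured by Fe-xylenol orange, 573/405 nm absorbance ratio.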
ERG-DNA inh – blocks human ERG Ets domain binding to DNA. fluorescence polarization, His-ERG Ets domain / labelled DNA. Potency, µM (top dose mostly 76.9 µM), for inactives: top-dose FP activity, negative = inhibition, hits mostly inhibitors. P11308. 370,000 tested, 0.028% active; active means well fitted inhibition curve with a large enough effect in the polarisation, with a control signal flat; inconclusive means small, poorly fitted or top-dose-only effect, or effect the other way, or a change in a side signal; inactive means no such curve, though single readings can be large or run the other way; the % refers to the polarisation;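 further: polarization taken with two DNA probes labelled with fluorescein and Texas red; potency means the concentration at half of the fitted maximal effect; % of control where 0% means no effect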
Target sequence (P11308 whole entry, looked up, the tested form may be a part): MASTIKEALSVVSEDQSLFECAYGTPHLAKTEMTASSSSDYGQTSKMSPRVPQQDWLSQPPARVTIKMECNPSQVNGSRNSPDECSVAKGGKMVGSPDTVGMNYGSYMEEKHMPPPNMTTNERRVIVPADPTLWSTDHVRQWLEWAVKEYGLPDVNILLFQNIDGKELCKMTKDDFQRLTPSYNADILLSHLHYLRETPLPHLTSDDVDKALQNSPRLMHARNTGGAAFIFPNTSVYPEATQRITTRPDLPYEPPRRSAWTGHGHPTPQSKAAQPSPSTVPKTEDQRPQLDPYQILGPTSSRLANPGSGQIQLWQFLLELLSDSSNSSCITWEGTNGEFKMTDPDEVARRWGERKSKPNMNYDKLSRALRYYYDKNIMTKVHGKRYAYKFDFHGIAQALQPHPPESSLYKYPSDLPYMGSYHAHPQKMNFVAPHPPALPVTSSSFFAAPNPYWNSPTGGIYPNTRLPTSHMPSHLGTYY
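His-tagged ERG Ets domain (1 uM in the protein solution; 300mM KCl, 50mM Tris-HCl, 1mM EDTA, 1mM DTT, pH 7.5) received compound, then a probe mix of 5 nM fluorescein-DNA and 100nM Texas-615-DNA. Fluorescence polarization was read for both dyes.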
POLB inh – inhibitors of human DNA polymerase beta. P06746. Pol beta primer extension/strand displacement, fluorescence kinetic. Potency, µM (doses to about 114 µM), for inactives: at the highest dose activity change, negative = inhibition, most hits filed as inhibitors. 340,000 tested, 1.3% active. AID 485314; further: potency means the concentration at half of the fitted maximal effect; on the % scale 0 is the no-effect control and ±100 the full control effect
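10 nM enzyme + cpd, 15 min RT; start with substrate 50 nM final; read 0 min and after 10 min RT. Corrected, normalized data; 4-parameter Hill curve fit.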
Apoferritin bind – candidate novel general anesthetic via apoferritin binding; Potency, µM (highest dose often 77.5 µM), without a hit: at the highest dose activity change, negative = displacement, usual class: inhibitors; 350,000 tested, 0.074% active; AID 485281; apoferritin/1-aminoanthracene competitive binding, fluorescence; P02791; further: potency means the concentration at half of the fitted maximal effect; on the % scale 0 is the no-effect control and ±100 the full control effect; nearly all actives have a fitted effect of over 20% in size
Target sequence (P02791 2-175 limits assumed): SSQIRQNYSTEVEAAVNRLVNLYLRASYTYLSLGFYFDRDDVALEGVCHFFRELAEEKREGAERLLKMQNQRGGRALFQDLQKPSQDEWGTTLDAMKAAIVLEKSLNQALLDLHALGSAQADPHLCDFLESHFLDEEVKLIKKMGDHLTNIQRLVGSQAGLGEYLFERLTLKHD
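10 uM apoferritin + 50% sat. 1-AMA, PBS; cpd 10 min RT; Ex380/Em535 endpoint; normalized to free probe vs complex; 4-param Hill fit; propofol titration as pos. ctrl.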
TRHR ag – activates the human TRH receptor | TRHR cells, calcium flux fluo-8, FDSS agonist mode | activation, % at 2 µM | 360,000 tested, 0.18% active; in the data active means activation above about 30%; further: 0% is about no effect
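Fluo-8-loaded TRHR cells; 10 s baseline, compound added, kinetic Ca2+ fluorescence read 1/s, agonist mode.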
POLK inh – DNA polymerase kappa (human) inhibition. AID 588579. purified Pol kappa, fluorescent DNA synthesis assay, 10 min. Potency, µM (titrated, usually from 107 µM), inactives show at the top dose activity, negative = inhibition, hits mostly inhibitors. 400,000 tested, 0.53% active. Q9UBT6; further: potency means the concentration at half of the fitted maximal effect; on the % scale 0 is the no-effect control and ±100 the full control effect
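Kinetic fluorescence readout at 0 and 10 min followed reaction start with substrate at 50 nM final. Beforehand, enzyme (10 nM Pol kappa) stood 15 min with compound at room temperature; buffer-only wells were negative controls.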
APE1 inh – blocks human APE1 abasic DNA cleavage; Potency, µM (doses to about 65.8 µM), without a hit: at the top dose activity change, negative = inhibition, usual class: inhibitors; 350,000 tested, 0.35% active; recombinant APE1, TAMRA/BHQ-2 abasic DNA cleavage fluorescence;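 further: potency means the concentration at half of the fitted maximal effect; plate controls were vehicle for no effect and reference inhibitor for full effect; nearly all actives have a fitted effect of over 55% in size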
Target sequence (P27695 whole entry, looked up): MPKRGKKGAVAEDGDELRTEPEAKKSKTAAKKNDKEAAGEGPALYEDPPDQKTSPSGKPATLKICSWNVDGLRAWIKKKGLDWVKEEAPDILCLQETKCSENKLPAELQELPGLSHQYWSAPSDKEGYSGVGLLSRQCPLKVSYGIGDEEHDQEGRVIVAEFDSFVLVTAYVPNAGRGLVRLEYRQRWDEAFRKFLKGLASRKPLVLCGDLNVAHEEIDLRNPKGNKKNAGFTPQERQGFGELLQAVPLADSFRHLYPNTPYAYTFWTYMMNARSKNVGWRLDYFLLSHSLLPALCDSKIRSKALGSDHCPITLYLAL
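Substrate: short duplex with […] THF abasic site, 5'-TAMRA and 3'-BHQ-2, 50 nM final. APE1 at 0.75 nM, preincubated 15 min RT with compound. Fluorescence increase from first to third read measured activity.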
BLM helicase inh – inhibitors of human Bloom syndrome helicase BLM. P54132. recombinant BLM DNA unwinding, fluorescence dequenching. Potency, µM (series often up to 56.1 µM), without a hit: at the highest dose activity change, negative = inhibition, hits mostly inhibitors. 350,000 tested, 0.2% active;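 further: potency means the concentration at half of the fitted maximal effect; plate controls were vehicle for no effect and no enzyme for full effect; nearly all actives have a fitted effect of over 35% in size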
Numbers without * were called inactive; i = inactive; ? = inconclusive; nt = no result given; & = joins results of further samples; ! = repeats disagree; [ ] = remark or other dose. Unless noted, the call rests on the fitted dose curve; in most records, active means well fitted curve in the direction sought with a large enough effect; inconclusive means small, poorly fitted or top-dose-only effect, or another doubt; inactive means no such curve, though single readings can be large; an effect the other way counts as inactive or inconclusive.

Structure,Pol iota inh,ALOX12 inh,ERG-DNA inh,POLB inh,Apoferritin bind,TRHR ag,POLK inh,APE1 inh,BLM helicase inh
O=S(=O)(Nc1cccc(-c2ccc3nncn3n2)c1)c1cccc(F)c1,43%[activator],-9%,-3%,nt,nt,0.0,-7%,4%,nt
CCc1ccc(NCc2ccc(OC)c(Cn3ccnc3)c2)cc1,-6%,3%,-4%,3%,1%,-1.7,-13%,8%,-3%
CCCCc1nc2sc3c(c2c(=O)[nH]1)CC(C)(C)OC3,19%,-4%,3%,nt,nt,nt,7%,nt,nt
N#C/C(=C/c1cc(Br)cs1)C(=O)NCC1CCCO1 (stereo not drawn),3%,11%,-4%,34%,-9%,0.7,-5%,0%,-2%
COc1ccc(C)cc1NC(=O)c1ccc(OCc2c(C)noc2C)cc1,29%,1%,-6%,nt,nt,nt,-21%,27%,nt
Cc1ccc(NC(=O)c2ccccc2NC(=O)c2cccs2)cc1,-11%,-16%,1%,26%,-17%,0.6,-3%,27%,-4%
CC1CCc2c(sc3nnn(CC(=O)Nc4c(C(C)C)cccc4C(C)C)c(=O)c23)C1 (stereo not drawn),7%,-23%,-5%,-23%,-7%,0.8,-28%,nt,0%
COc1ccc(Nc2nc(C(=O)NCCCN3CCOCC3)cs2)cc1,6%,-53%,-4%,-2%,-9%,-0.3,-21%,0%,-3%
Cc1ccc(NC(=O)c2cc3cccc([N+](=O)[O-])c3[nH]2)cc1,17%,-3%,-6%,0%,-21%,-0.4,-12%,4%,-2%
O=S(=O)(Nc1ccccc1OC(F)F)c1ccc(S(=O)(=O)N2CCCC2)cc1,5%,7%,9%,nt,nt,0.3,-14%,25%,nt
CCN(CC)C(=O)COc1ccc(/C(C)=N/NC(=O)c2ccccc2O)cc1,28%,5%,-2%,14%,-11%,0.2,7%,2%,-3%
CCc1nnc(NC(=O)C2CCN(C(=O)NC3CCCCC3)CC2)s1,21%,0%,-1%,20%,-15%,-0.3,-9%,-3%,-1%
CCN(CC)S(=O)(=O)c1ccc2c(c1)N(CC(=O)NCc1ccco1)C(=O)CO2,9%,0%,-1%,3%,-3%,-0.2,-16%,0%,-5%
Cc1cc(C)cc(N2CC(C)(C)C2=O)c1,60%[activator],-9%,1%,33%,-14%,0.1,-7%,10%,1%
Cc1cc(Nc2ccc(Cl)cc2)nc(-c2ccccc2O)n1,-5%,0%,-2%,-20%,-6%,0.7,1%,22%,-8%
NS(=O)(=O)c1ccc(CCNC/C=C/c2ccccc2)cc1,32%[activator],0%,6%,2%,-5%,0.8,14%,54%[activator],1%
COc1cc(/C=C/C(=O)c2c(O)ccc3c(C)cc(=O)oc23)ccc1O,13µM*,-8%,1%,21%,?,-0.2,-6%&5%,0%,2%
CSc1sc(C(=O)NN)c2c1C1(CCC2)SCCS1,12%,17%,5%,3%,1%,0.7,3%,1%,-9%
Cc1ccc(S(=O)(=O)c2ccc(Cl)cc2)cc1S(N)(=O)=O,5%,0%,7%,17%,-4%,-0.2,-8%,2%,3%
O=C(CCC(=O)N1CCN(S(=O)(=O)c2ccccc2)CC1)c1cccs1,-9%,?,8%,1%,-11%,0.6,-4%,-2%,-1%
O=C(c1ccco1)N1CCN(C(c2ccc(F)cc2)c2nnnn2CC2CCCO2)CC1 (stereo not drawn),0%,?,12%,8%,-17%,0.5,-4%,7%,-1%
Cc1ccccc1C1NC(=O)Cc2ccccc21 (stereo not drawn),1%,0%,-10%,-27%,?,0.7,-10%,-7%,2%
CCOC(=O)[C@H]1[C@H]2COc3ccccc3[C@@H]2N2C(=O)CNC(=O)[C@@]12C,2%,-7%,-2%,nt,nt,0.6,-4%,6%,nt
COc1ccc(C[C@H]2CN3C(=NC[C@@H]3Cc3ccc(O)cc3)N2C[C@H](C)NC(=O)CCC2CCCCC2)cc1,9%,-23%,4%,31%,-16%,-0.3,4%,-2%,-3%
Cc1ccc(C(=O)c2cn(CC(=O)Nc3ccc4c(c3)OCCO4)c3nc(C)ccc3c2=O)cc1,?,?,1%,?,?,0.3,-8%,nt,-17%

Complete entries, quoted from the list. Screens in order: Pol iota inh, ALOX12 inh, ERG-DNA inh, POLB inh, Apoferritin bind, TRHR ag, POLK inh, APE1 inh, BLM helicase inh
Record of CCc1nnc(NC(=O)C2CCN(C(=O)NC3CCCCC3)CC2)s1 : 21%, 0%, -1%, 20%, -15%, -0.3, -9%, -3%, -1%
Record of O=S(=O)(Nc1cccc(-c2ccc3nncn3n2)c1)c1cccc(F)c1 : 43%[activator], -9%, -3%, nt, nt, 0.0, -7%, 4%, nt

Going on with the list:
Structure,Pol iota inh,ALOX12 inh,ERG-DNA inh,POLB inh,Apoferritin bind,TRHR ag,POLK inh,APE1 inh,BLM helicase inh
Cc1ccc(N(C(=O)c2snc(C(N)=O)c2N)C(C(=O)NC2CCCC2)c2ccc(C)o2)cc1 (stereo not drawn),7%,?,6%,1%,-16%,-0.1,-12%,-13%,-10%
CCOc1ccc(N(CC(=O)Nc2ccc(Br)cc2)S(C)(=O)=O)cc1,-20%,12%,5%,-1%,-3%,1.0,-10%,30%,-9%
CCOc1ncccc1C(=O)N1CCN(c2ccc(C(F)(F)F)cn2)CC1,54%[activator],0%,-29%,24%,-8%,-1.4,-7%,3%,-3%
CCCCc1nnc(NC(=O)CCSc2ccccc2)s1,-7%[58.9 µM],-16%,-2%,17%,-10%,0.5,-6%,13%,-4%
Cc1cccc(OC(C)C(=O)N(Cc2cccs2)C2CCS(=O)(=O)C2)c1C (stereo not drawn),18%,-10%,-11%,2%,3%,-0.7,-9%,10%,-1%
CCOc1ccc(/C=N/NC(=O)c2cccc3ccccc23)c(OCC)c1,39%[activator],i,3%,-9%,-5%,-0.3,0%,-2%,-6%
O=C(NCCC(=O)N1CCN(c2ccccc2F)CC1)c1ccco1,11%,-4%,-3%,nt,nt,0.2,-8%,6%,nt
Cc1nn(-c2ncc(C(F)(F)F)cc2Cl)c(=O)n1-c1ccccc1F,61%[activator],-2%,4%,-1%,-12%,0.5,-6%,-3%,-1%
CC(=O)Nc1nc(C)cs1,6%,4%,14%,-5%,-1%,0.4,-19%,-1%,-1%
COc1ccc(O)c(/C=N/c2sc(C)c(C)c2C#N)c1,19%,?,-7%,12%,-20%,-0.6,4%,-3%,-4%
O=C(Nc1cc(S(=O)(=O)N2CCOCC2)ccc1N1CCOCC1)c1cccs1,9%,-1%,-4%,nt,nt,-0.3,-20%,3%,nt
COc1ccc2c(c1)OC[C@H]1[C@H]2N2C(=O)[C@H](C)NC(=O)[C@@]2(C)[C@H]1c1ccccc1,16%,-6%,3%,nt,nt,-0.1,-1%,12%,nt
O=[N+]([O-])c1ccc(OCc2n[nH]c(=S)n2-c2ccccc2)cc1,82%[activator],?,8%,11%,-7%,0.7,-1%,15%,-7%
CCn1c(SCC(=O)N2CCN(c3ccccc3F)CC2)nnc1-c1ccoc1C,7%,?,0%,-25%,-17%,-0.6,-18%,4%,0%
Cc1ccc2nc(N3C(=O)C(O)=C(C(=O)c4ccc(C)o4)C3c3cccc(O)c3)sc2c1 (stereo not drawn),?,13µM*!,9%,?,-9%,1.4,-4%,8%,-14%

In another format: results already given.
The line under a structure holds: Pol iota inh	ALOX12 inh	ERG-DNA inh	POLB inh	Apoferritin bind	TRHR ag	POLK inh	APE1 inh	BLM helicase inh
O=S(=O)(Nc1cccc(-c2ccc3nncn3n2)c1)c1cccc(F)c1
 : 43%[activator]	-9%	-3%	nt	nt	0.0	-7%	4%	nt
CCc1ccc(NCc2ccc(OC)c(Cn3ccnc3)c2)cc1
 : -6%	3%	-4%	3%	1%	-1.7	-13%	8%	-3%
CCCCc1nc2sc3c(c2c(=O)[nH]1)CC(C)(C)OC3
 : 19%	-4%	3%	nt	nt	nt	7%	nt	nt
N#C/C(=C/c1cc(Br)cs1)C(=O)NCC1CCCO1 (stereo not drawn)
 : 3%	11%	-4%	34%	-9%	0.7	-5%	0%	-2%
COc1ccc(C)cc1NC(=O)c1ccc(OCc2c(C)noc2C)cc1
 : 29%	1%	-6%	nt	nt	nt	-21%	27%	nt
Cc1ccc(NC(=O)c2ccccc2NC(=O)c2cccs2)cc1
 : -11%	-16%	1%	26%	-17%	0.6	-3%	27%	-4%
CC1CCc2c(sc3nnn(CC(=O)Nc4c(C(C)C)cccc4C(C)C)c(=O)c23)C1 (stereo not drawn)
 : 7%	-23%	-5%	-23%	-7%	0.8	-28%	nt	0%
COc1ccc(Nc2nc(C(=O)NCCCN3CCOCC3)cs2)cc1
 : 6%	-53%	-4%	-2%	-9%	-0.3	-21%	0%	-3%
Cc1ccc(NC(=O)c2cc3cccc([N+](=O)[O-])c3[nH]2)cc1
 : 17%	-3%	-6%	0%	-21%	-0.4	-12%	4%	-2%
O=S(=O)(Nc1ccccc1OC(F)F)c1ccc(S(=O)(=O)N2CCCC2)cc1
 : 5%	7%	9%	nt	nt	0.3	-14%	25%	nt

These rows are one share of the data; the hit share may differ from the screen's.
